Screening results as filed in PubChem BioAssay.
M1 antag: blocks human M1 muscarinic receptor; P11229; CHO-K1 hM1, Fluo-8 calcium fluorescence, ACh EC80 antagonist; inhibition, % at 3 µM; 1.3% of 360,000 active;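 active = percent inhibition above its own plate's cutoff, namely the mean of that plate's compound wells plus 3 SD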;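 also: peak over basal fluorescence ratio during 140 s after agonist addition; 0% = ACh EC80 plus DMSO and 100% = DMSO alone without agonist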
CHRM4 agonist: agonists of human muscarinic M4 receptor (CHRM4). activation, % at 3 µM. CHO-K1 hM4/Gqi5, Fluo-8 calcium fluorescence; vehicle 0%, full acetylcholine response 100%. P08173. 0.14% of 360,000 active;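 active = activation above the run mean over all test wells plus 3 SD, cut at about 32% in these data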;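 also: peak over basal fluorescence ratio per well then scaled between controls; 0% = DMSO wells and 100% = acetylcholine at EC100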
Target sequence (P08173 whole entry, looked up): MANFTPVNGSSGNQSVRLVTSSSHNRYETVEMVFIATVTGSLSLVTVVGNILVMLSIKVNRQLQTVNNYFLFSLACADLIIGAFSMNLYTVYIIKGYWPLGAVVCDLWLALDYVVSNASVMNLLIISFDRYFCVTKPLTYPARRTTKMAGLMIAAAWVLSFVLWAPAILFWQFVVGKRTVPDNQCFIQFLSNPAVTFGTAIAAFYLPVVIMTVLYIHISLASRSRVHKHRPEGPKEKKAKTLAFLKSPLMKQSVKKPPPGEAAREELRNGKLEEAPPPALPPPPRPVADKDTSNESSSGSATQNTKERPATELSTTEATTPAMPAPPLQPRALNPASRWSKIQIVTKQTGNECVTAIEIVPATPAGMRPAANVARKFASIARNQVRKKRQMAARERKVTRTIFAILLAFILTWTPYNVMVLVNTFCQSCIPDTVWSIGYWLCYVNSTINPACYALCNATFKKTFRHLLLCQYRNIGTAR
CHRM4 PAM: potentiates acetylcholine response at human M4 receptor; P08173; CHO-K1 hM4/Gqi5, Fluo-8 calcium fluorescence, ACh EC20; 0% = ACh EC20, 100% = maximal ACh; 0.4% of 360,000 active; activation, % at 3 µM;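 active = activation above its plate's cutoff, the mean activation of sample wells plus 3 SD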; also: some results filed as inactive read as strong as hits
CHRM4 antagonist: antagonists of human muscarinic M4 receptor (CHRM4); P08173; 0.73% of 360,000 active; AID 624125; inhibition, % at 3 µM; CHO-hM4 cells, ACh EC80, Fluo-8 calcium fluorescence;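 active = inhibition above its plate's cutoff, the mean inhibition of sample wells plus 3 SD, cut at about 27% in these data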;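 also: 0% = acetylcholine EC80 with DMSO and 100% = DMSO without agonist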
CRFBP-R2 agonist: CRF-BP/CRF-R2 complex agonism; 0.46% of 350,000 active; activation, % at 13.2 µM; HEK293 CRF-R2/CRF-BP, calcium dye fluorescence (FLIPR); percent of saturating CRF peptide response;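 active = activation of at least 50%, plus an integration ratio under a set limit after plate pattern correction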;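 also: plate controls were neutral control wells without compound for no effect and CRF at EC100 for full effect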
M5 ag: agonists of human muscarinic M5 receptor (CHRM5); P08912; CHO-K1 hM5 cells, Fluo-8 calcium fluorescence; 0% DMSO wells, 100% maximal acetylcholine response; activation, % at 3 µM; 0.19% of 360,000 active;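 active = activation above the run's mean over test compounds plus 3 SD, cut at about 23% in these data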;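 also: signal is peak over basal fluorescence ratio across the kinetic read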
Target sequence (P08912 whole entry, looked up): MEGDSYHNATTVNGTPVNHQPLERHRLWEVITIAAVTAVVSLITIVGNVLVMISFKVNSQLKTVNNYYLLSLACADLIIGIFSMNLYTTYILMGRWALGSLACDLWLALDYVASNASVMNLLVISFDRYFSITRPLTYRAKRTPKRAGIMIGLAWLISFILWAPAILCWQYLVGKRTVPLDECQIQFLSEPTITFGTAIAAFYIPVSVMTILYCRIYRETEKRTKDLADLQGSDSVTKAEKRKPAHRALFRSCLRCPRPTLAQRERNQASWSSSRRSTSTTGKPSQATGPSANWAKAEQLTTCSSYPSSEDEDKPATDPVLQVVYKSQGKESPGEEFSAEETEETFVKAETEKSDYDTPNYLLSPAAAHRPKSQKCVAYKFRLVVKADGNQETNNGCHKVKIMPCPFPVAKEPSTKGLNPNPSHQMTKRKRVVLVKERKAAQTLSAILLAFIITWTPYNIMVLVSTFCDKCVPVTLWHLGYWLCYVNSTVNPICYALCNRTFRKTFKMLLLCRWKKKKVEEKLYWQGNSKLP
M1 PAM: positive allosteric modulators of human M1 muscarinic receptor; P11229; CHO-K1 hM1, Fluo-8 calcium fluorescence, ACh EC20; 0% = ACh EC20, 100% = maximal ACh; activation, % at 3 µM; 0.088% of 360,000 active; AID 588819; in the data active = activation above about 19%, passing the limit was not always enough
M5 antag: blocks acetylcholine activation of human M5 receptor; P08912; CHO-hM5 cells, Fluo-8 calcium fluorescence, ACh EC80; inhibition, % at 3 µM; 0.59% of 360,000 active;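 active = inhibition above a per-plate cutoff, the mean of that plate's test compounds plus 3 SD, cut at about 27% in these data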;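 also: 0% = acetylcholine EC80 with DMSO and 100% = DMSO without agonist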
M5 PAM: CHRM5 positive allosteric modulation. CHO-K1 hM5, Fluo-8 calcium, ACh EC20 PAM; 0% = ACh EC20, 100% = ACh EC100. activation, % at 3 µM. AID 624038. 0.3% of 360,000 active. P08912;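 active = activation above the run cutoff, the mean activation of all test compounds plus 3 SD, cut at about 18% in these data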
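Assay system: CHO-K1 hM5 cells / Incubation: Fluo-8 loading 80 min at 37 °C plus 30 min room temperature / Technique: Fluo-8 calcium dye fluorescence, kinetic read / Repeats: single replicate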
Numbers without * were called inactive; nt = no result given.

Preview:
SMILES	M1 antag	CHRM4 agonist	CHRM4 PAM	CHRM4 antagonist	CRFBP-R2 agonist	M5 ag	M1 PAM	M5 antag	M5 PAM
CC1CC(C)CN(C(=O)CNS(=O)(=O)c2ccc(Br)s2)C1 (stereo unspecified)	-4	1	-2	5	0.7	-2	-3	2	-2
C=CCn1c(-c2ccc(Cl)cc2)ccc(C#N)c1=O	13	-2	2	-4	-0.8	-4	-6	6	-6
Cc1cc2cc(C(c3nnnn3Cc3ccccc3)N3CCc4ccccc43)c(=O)[nH]c2cc1C (stereo unspecified)	-1	1	-4	-6	-1.4	1	-2	13	-5
COc1cc(OC)c(OC)cc1/C=N/NC(=S)NCCN1CCOCC1	-5	1	12	-10	0.1	-1	7	2	10
COc1ccc(OC)c2c1cc(C(=O)N[C@@H](C)C(=O)N[C@@H](C(=O)O)c1ccccc1)n2C	-15	0	-1	2	-1.2	-2	18	1	3

All compounds of this part, from the start:
SMILES	M1 antag	CHRM4 agonist	CHRM4 PAM	CHRM4 antagonist	CRFBP-R2 agonist	M5 ag	M1 PAM	M5 antag	M5 PAM
CC1CC(C)CN(C(=O)CNS(=O)(=O)c2ccc(Br)s2)C1 (stereo unspecified)	-4	1	-2	5	0.7	-2	-3	2	-2
C=CCn1c(-c2ccc(Cl)cc2)ccc(C#N)c1=O	13	-2	2	-4	-0.8	-4	-6	6	-6
Cc1cc2cc(C(c3nnnn3Cc3ccccc3)N3CCc4ccccc43)c(=O)[nH]c2cc1C (stereo unspecified)	-1	1	-4	-6	-1.4	1	-2	13	-5
COc1cc(OC)c(OC)cc1/C=N/NC(=S)NCCN1CCOCC1	-5	1	12	-10	0.1	-1	7	2	10
COc1ccc(OC)c2c1cc(C(=O)N[C@@H](C)C(=O)N[C@@H](C(=O)O)c1ccccc1)n2C	-15	0	-1	2	-1.2	-2	18	1	3
Cc1cc(/C=N/NC(=O)CC2(C)OCCO2)c(C)n1-c1ccc(Cl)c(Cl)c1	-4	0	-3	10	8.3	-1	-4	-4	-3
COc1ccc(/C=C2\SC(=S)N(CC(=O)OCC(=O)Nc3cc(Cl)cc(Cl)c3)C2=O)cc1	0	1	-4	-2	3.5	3	4	4	5
O=C(C1CCN(S(=O)(=O)c2cccs2)CC1)N1CCCCC1	-19	2	8	-4	0.2	1	15	-1	-2
Cc1c(CC(=O)NCCC(C)C)c(=O)oc2cc3c(cc12)CCC(C)(C)O3	-7	1	8	-7	-0.8	0	2	4	1
C#CCOCCOCCOCCNc1nc(N2CCN(C(=O)[C@H]([C@@H](C)CC)n3cc(CCCN=C(N)N)nn3)CC2)nc(N2CCN(C(=O)[C@H]([C@@H](C)CC)n3cc(CCC(=O)O)nn3)CC2)n1	5	0	-1	4	8.1	1	0	2	8
O=C(Cc1cccc(NC(=O)C2CCCN(C(=O)c3ccccc3)C2)c1)Nc1ccc(C(=O)N2CCOCC2)cc1 (stereo unspecified)	-10	1	5	-12	-1.4	3	3	-1	-1
Cc1ccc(C)c(NC(=S)N/N=C2/CCCCc3ccccc32)c1	2	-2	-9	3	-1.6	-2	-3	0	6
O=C(C1=C(O)C(=O)N(CC2CCCO2)C1c1ccccc1F)c1ccco1 (stereo unspecified)	-7	1	6	-13	-0.1	0	8	5	-1
COc1ccc(/C=C2\N=C(c3c(-c4ccccc4)noc3C)OC2=O)cc1OC	9	1	6	21	1.6	-1	-6	6	-5
CC1(C(=O)Nc2cccc3ncccc23)CCN1C(=O)C1(c2ccccc2)CC1 (stereo unspecified)	-10	5	8	-13	nt	-1	5	4	-6
Nc1nc2cc(Br)ccc2o1	-9	1	6	-17	-1.9	0	8	1	5
Cc1ccc(/C=N/Nc2nc3ccccc3s2)o1	-1	2	2	-10	0.7	0	3	3	-4
O=[N+]([O-])c1ccc(C(O)CN2CCN(c3ccccc3)CC2)cc1 (stereo unspecified)	0	1	-7	11	0.2	-8	-12	5	-8
CC(C)S(=O)(=O)c1cnc(-c2cccnc2)nc1N	-17	0	1	-4	-1.0	0	6	14	4
CC1(c2ccncc2)Nc2ccccc2-c2nc3ccccc3n21 (stereo unspecified)	-7	1	-7	11	-0.2	-2	9	-2	1
Cc1cc2c(c(=O)n1Cc1cccnc1)C(c1ccc(F)cc1)C(C#N)=C(N)O2 (stereo unspecified)	-5	0	2	14	0.3	-2	4	4	-2
COc1ccc2oc(=Nc3ccc(C(=O)O)cc3)c(C(=O)NCc3ccco3)cc2c1	-12	1	1	-6	-1.4	-1	11	-6	1
COc1ccc(C2CC(c3cccc(Br)c3)=NN2c2ccc(S(N)(=O)=O)cc2)cc1 (stereo unspecified)	1	0	-4	-5	9.8	0	1	2	-6
CCOC(=O)CC1(C)NC(=O)c2c(C)sc(C(=O)OCC)c2N1 (stereo unspecified)	-7	1	16	-7	-4.2	-6	7	-7	0
Cc1occc1C(=O)NNC(=O)Nc1ccc(Cl)c(Cl)c1	-10	3	2	-3	0.9	3	7	1	-6

Additional compounds:
SMILES	M1 antag	CHRM4 agonist	CHRM4 PAM	CHRM4 antagonist	CRFBP-R2 agonist	M5 ag	M1 PAM	M5 antag	M5 PAM
O=C(CCC1CCCCC1)NCCN1C2=NC[C@H](Cc3ccc(O)cc3)N2C[C@H]1Cc1ccc(O)cc1	10	0	1	0	2.3	-11	-21	6	2
O=C(NCc1ccc(Cl)cc1)c1ccc(-c2ccccc2C(F)(F)F)o1	-12	3	-2	-10	0.5	-1	3	7	-8
N#CCC(=O)Nc1ccc(C(=O)OCC(=O)c2c[nH]c3ccccc23)cc1	-3	5	-1	-6	2.5	1	1	18	-5
CC(NCC(=O)Nc1ccccc1C(=O)NC1CC1)c1ccc(S(N)(=O)=O)cc1 (stereo unspecified)	-4	0	13	0	-3.7	3	9	2	2
NC(=O)CN1CCOCCOCCN(CC(N)=O)CCOCCOCC1	-22	0	3	101*	-1.5	1	5	-5	5
CCc1oc(C(=O)O)cc1COC	-6	1	-1	-5	-0.6	-2	7	-10	-3
CN1CCN(C(=O)c2ccccc2NC(=O)c2ccc(C(C)(C)C)cc2)CC1	-17	1	10	-1	-0.6	-5	12	7	4
Cc1cc(C)c2nc(N3CCC(C(=O)NCc4cccnc4)CC3)sc2c1	7	2	-2	3	-0.4	-12	-20	0	-8
Cc1nn(CC(=O)Nc2c(F)c(F)cc(F)c2F)c(=O)c2cccn12	-2	1	2	6	-0.9	-3	4	14	-2
N#C/C(=C/c1ccc([N+](=O)[O-])cc1)C(=O)Nc1ccccc1O	-15	2	17	-6	4.7	1	11	9	1
Cc1cc(-c2nnc(CCC(=O)N(C)C(C)c3cccs3)o2)no1 (stereo unspecified)	-6	0	6	5	-4.7	0	1	5	10
Cc1ccc(S(=O)(=O)N2CCC(=O)N(CCOCc3cccc(C)c3)CC2)cc1	-16	4	1	-10	-1.9	-3	6	12	3
N#Cc1ccc(S(=O)(=O)N2CCN(Cc3cccs3)CC2)cc1	-7	3	-1	3	0.6	2	8	10	-19
CN1C(=O)c2ccc(C(=O)Nc3nccs3)cc2C1=O	10	1	4	-12	-0.1	-3	-2	4	0
Cc1ccc(S(=O)(=O)N2CCC(=O)CC2c2ccccc2)cc1 (stereo unspecified)	-5	0	-4	-2	-1.8	1	1	-5	-3
CC(=O)Nc1ccc(C(=O)NCCCOC(C)C)cc1	1	2	3	-12	-0.6	1	0	15	-5
Cc1ccc(-c2nc3c(c(SCC(=O)N4CCCC4)n2)COC(C)(C)C3)cc1	3	0	-1	4	-0.7	0	-1	3	1
CCC(=O)NNC(=O)c1c(O)c2ccccc2[nH]c1=O	-11	0	6	-6	0.0	-1	13	-2	2
COc1ccc(CC(=O)Nc2nc(-c3cc(OC)ccc3OC)cs2)cc1	8	9	-16	-16	-0.1	-2	-12	9	-13
CCOC(=O)c1c(C)[nH]c(C)c1S(=O)(=O)NCCN1CCN(c2cc(Cl)ccc2C)CC1	-10	4	8	-25	0.9	-7	6	-1	-6
CCC1CCc2sc(C(=O)N(C)CC(=O)Nc3cccc(OC)c3)cc2C1 (stereo unspecified)	1	0	4	7	-0.9	-2	3	2	5
O=C(NCc1ccccc1)c1cnsn1	11	0	1	5	-2.6	-2	-2	10	-2
CN1C(=O)/C(=C/c2cc3c(cc2Br)OCO3)NC1=S	2	2	11	-8	1.0	-2	-6	-1	1
COc1ccc(C2NN=C(c3ccc(C)cc3)S2)cc1OC (stereo unspecified)	-6	1	3	-10	2.0	1	6	-2	-3
COC(=O)NCC12CC3CC(C1)CC(CNC(=O)OC)(C3)C2	-4	1	15	-8	-0.3	2	6	1	-6

Further records follow.
SMILES	M1 antag	CHRM4 agonist	CHRM4 PAM	CHRM4 antagonist	CRFBP-R2 agonist	M5 ag	M1 PAM	M5 antag	M5 PAM
Cc1ccc(S(=O)(=O)Nc2cc3c4c(c2)CC(=O)N4CCC3)cc1	-10	1	1	2	0.0	-4	10	-5	1
CC(=O)c1ccc(NC(=O)Cn2nc(C)c([N+](=O)[O-])c2C)cc1	-1	1	-3	-6	-0.2	0	4	12	-12
CCN(Cc1ccncc1)Cc1c(O)ccc2cc(Br)ccc12	9	0	-8	6	-2.6	-3	-6	10	-2
Cc1ccc(C(=O)NCCCC(=O)O)o1	-8	2	4	-6	0.6	-1	8	0	-1
CCc1ccc(S(=O)(=O)N2CC(=O)Nc3ccccc32)cc1	-23	3	10	2	-0.3	0	5	2	-2
CCN(CC)CCNC(=O)c1cc2ccccc2nc1Cl	-7	0	0	0	1.3	-2	7	2	1
O=c1[nH]c(=S)[nH]c2nc(-c3cccs3)cc(C(F)(F)F)c12	0	4	1	-20	-3.0	0	1	-6	-5
Cn1c(SCC(=O)N2CCCc3ccccc32)nnc1-c1cccs1	4	1	8	-4	-0.6	-3	-5	3	3
O=C(NCc1ccco1)c1ccc(Cn2c(=O)c3ccccc3n(Cc3ccc(Cl)cc3)c2=O)cc1	-10	1	-3	5	1.0	-2	6	4	-6
Cc1ccc(S(=O)(=O)N2CCCOC2CNC(=O)C(=O)NCc2ccncc2)cc1 (stereo unspecified)	-7	1	4	-6	1.0	-3	9	4	1
CCCOc1ccc(F)cc1-c1cc(C(=O)Nc2cc(OC)ccc2OC)[nH]n1	4	0	-2	-16	nt	-2	-5	7	0
Cc1ccc(N(CC(=O)NC(C)(C)C)C(=O)CCC(=O)Nc2ccccn2)cc1	-3	2	13	-2	-0.7	0	6	1	-2
Cc1ccc(CN(C)C(=O)c2cccc(S(=O)(=O)N3CCc4ccccc4C3)c2)o1	22	2	-5	2	0.8	1	-10	4	-9
C/C=C(/C)C(=O)Nc1cccc(C2=NOC3(C2)C[C@@H](C(N)=O)N(C(=O)CCCCC)C3)c1 (stereo partly specified)	-2	0	-1	15	0.1	4	8	4	5
CCOC(=O)CN/C=C(\C#N)c1ccccc1	-7	0	2	-1	-0.2	0	4	4	1
CC(C(=O)Nc1ccccc1-c1ccccc1)N1CCOCC1 (stereo unspecified)	-1	-1	10	-4	-3.6	1	3	0	1
O=C(CSc1nc2cccnc2n1Cc1ccccc1)NCc1ccco1	-6	1	-1	-9	-0.1	-7	7	0	3
Cc1ccc(-c2nc(C3CCCN(S(=O)(=O)c4ccc(C)cc4)C3)no2)cc1 (stereo unspecified)	-4	0	1	-3	4.1	0	1	4	-1
CC(=O)c1ccc(N2CCN(C(=O)Nc3ccc(Cl)cc3)CC2)cc1	9	11	-11	-1	-0.2	1	-19	9	-12
COc1cccc(/C=N/NC(=O)CN(CCc2ccccc2)S(=O)(=O)c2ccc(NC(C)=O)cc2)c1	3	1	-2	-5	0.3	-5	-4	4	-4
